# Ba/F3 V617F tox: loss of viability in JAK2V617F-driven Ba/F3 cells | Ba/F3 EpoR-JAK2V617F viability, ATP luminescence | inhibition, % at 5.6 µM | 220,000 compounds, 1.1% hits;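 active = inhibition above the campaign mean plus 3 SD over all tested compounds, cut at about 24% in these data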;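 note: cytokine-independent growth of Ba/F3 cells driven by EpoR plus mutant JAK2; 0% = DMSO-treated cells and 100% = JAK inhibitor I control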
# PPC-1+TRAIL kill: compounds killing PPC-1 cancer cells with TRAIL present (potentiator screen, no TRAIL-free arm); PPC-1 cells + TRAIL, ATPLite viability luminescence; 220,000 compounds, 0.41% hits; AID 1443; cell killing (% activity), % at 4 µM;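 active = cell killing above 50% in the first pass at 4 µM, then a duplicate retest at 5 µM averaging 50% or more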;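 note: plate controls were cells with TRAIL plus DMSO for no effect and medium-only wells lacking cells for full effect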
# TRPML3 ag: human mucolipin-3 channel agonism | AID 1448 | activation, % at 3 µM | 220,000 compounds, 0.29% hits | Q8TDD5 | HEK293 TRPML3-YFP, Fluo-8 calcium fluorescence; 100% = the carbachol control signal;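 active = activation above its plate's cutoff, the mean activation of the plate's test wells plus 3 SD, cut at about 12% in these data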;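 note: 0% = DMSO only wells and 100% = carbachol wells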
# Target sequence (Q8TDD5 whole entry, looked up): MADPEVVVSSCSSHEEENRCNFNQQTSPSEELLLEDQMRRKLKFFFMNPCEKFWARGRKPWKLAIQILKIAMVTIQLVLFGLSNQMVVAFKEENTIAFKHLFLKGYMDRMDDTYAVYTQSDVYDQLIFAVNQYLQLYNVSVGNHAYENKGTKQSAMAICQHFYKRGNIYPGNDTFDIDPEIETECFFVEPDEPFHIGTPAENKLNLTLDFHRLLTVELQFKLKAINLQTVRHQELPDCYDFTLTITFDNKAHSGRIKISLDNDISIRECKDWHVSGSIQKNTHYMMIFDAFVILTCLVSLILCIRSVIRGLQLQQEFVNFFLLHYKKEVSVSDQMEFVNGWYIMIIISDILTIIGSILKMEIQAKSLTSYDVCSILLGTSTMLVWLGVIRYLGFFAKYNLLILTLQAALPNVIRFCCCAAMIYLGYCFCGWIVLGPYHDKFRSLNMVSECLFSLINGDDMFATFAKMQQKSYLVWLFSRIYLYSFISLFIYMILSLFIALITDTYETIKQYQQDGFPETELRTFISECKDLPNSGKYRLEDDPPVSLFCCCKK
#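 Test system: TRPML3-YFP stable HEK293 cells. Doses: single point at 3 µM. Incubation: dye loading 1 h 37 °C then 30 min ambient, 125 s read. Signal: Fluo-8 calcium dye fluorescence, ex 470-495, em 515-575 nm. Measure: percent activation from peak-to-basal fluorescence ratio, scaled between DMSO and carbachol.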
# CHOP inhibitor: inhibitors of CHOP induction in ER stress response; inhibition, % at 10 µM; 220,000 compounds, 3.8% hits; CHO-K1 CHOP-promoter luciferase, tunicamycin-induced, 15-18 h;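 active = compounds that reduced the stress-induced luciferase reporter signal by more than about 70% of percent inhibition, limit read from the data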;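 note: 0% = tunicamycin plus vehicle and 100% = wells without tunicamycin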
# Wee1 stabilizer: inhibitors of human Wee1 degradation; 220,000 compounds, 1.2% hits; HeLa Luc-Wee1K328M stability, luciferase luminescence; 100% = proteasome inhibitor MG132 effect; reporter increase, % at 5 µM; AID 1321; P30291;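 active = activation above the mean of all tested compounds plus 3 SD, set per screening run, cut at about 8.8% in these data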;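 note: cells exposed to compound for 20 h before luminescence read; 0% = DMSO alone and 100% = MG132 at 30 µM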
# zfTRPN1 agonist: zebrafish TRPN1 (NompC) channel agonism; HEK293 zebrafish TRPN1-YFP, Fluo-8 calcium fluorescence; 100% = response to 87 µM carbachol; activation, % at 3 µM; 220,000 compounds, 0.18% hits; AID 1424;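 active = activation above its plate's cutoff, the mean activation of test wells on that plate plus 3 SD, cut at about 19% in these data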;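 note: 0% = DMSO alone and 100% = 87 µM carbachol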
#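 Assay system: Zebrafish TRPN1-YFP in HEK293 cells | Incubation: Dye loading 1 h at 37 °C, then 30 min room temperature | Measured by: Kinetic Fluo-8 fluorescence, ex 470-495, em 515-575 nm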
# TNF necrop inh: TNF-alpha cell death inhibition in Jurkat FADD-/- cells; Jurkat FADD-/- TNF necroptosis rescue, ATP luminescence, 24 h; 0 = TNF only, 100 = no-TNF cells; activation (protection from cell death), % at 10 µM; 220,000 compounds, 0.068% hits;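 active = activation, meaning protection from cell death, of at least 50% relative to plate controls; inactive = activation below 50%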;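 note: necroptosis triggered by 40 ng/mL TNF-alpha added together with compound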
# RBBP9 inhibitor: human RBBP9 hydrolase inhibition | inhibition, % at 7.94 µM | 220,000 compounds, 0.2% hits | AID 1515 | recombinant RBBP9, FP-Rh probe fluorescence polarization;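 active = inhibition above the campaign mean of all tested compounds plus 3 SD, cut at about 14% in these data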;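 note: plate controls were DMSO wells with RBBP9 for no effect and wells lacking RBBP9 protein for full effect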
# Target sequence (O75884 whole entry, looked up): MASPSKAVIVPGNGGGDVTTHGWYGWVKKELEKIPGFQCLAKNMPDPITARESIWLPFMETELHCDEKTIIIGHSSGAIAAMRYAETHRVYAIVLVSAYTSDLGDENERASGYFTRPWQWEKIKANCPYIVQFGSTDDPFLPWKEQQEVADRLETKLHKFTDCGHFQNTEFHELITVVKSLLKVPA
#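 Test system – recombinant human RBBP9 · Input – RBBP9 2.5 µM in dispensing solution, pre-mixing · Medium – Tris buffer pH 8.0, NaCl, Pluronic · Schedule – preincubation 30 min plus labeling 45 min at 25 °C · Measured by – fluorescence polarization · Measure – % inhibition · Controls – DMSO and no-protein wells · Replicates – one well per compound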
# BaF3 tox: reduces parental Ba/F3 cell viability, JAK2V617F counter-screen; CellTiter-Glo ATP luminescence; inhibition, % at 5.6 µM; 220,000 compounds, 1.1% hits;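 active = inhibition above a per-campaign cutoff, the mean inhibition of all tested compounds plus 3 SD, cut at about 27% in these data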;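 note: 0% = DMSO wells and 100% = JAK Inhibitor I control wells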
# Numbers without * were called inactive; / = no result given; [ ] = remark or other dose.
# Start of the data: the first twelve entries, to show the layout:
(1) COc1cccc(CN2CCN(Cc3ccc(C)o3)CC2CCO)c1 (centres undefined)
(2) CC(=O)Nc1ccc(NC(=O)CCNS(=O)(=O)c2cccc3nsnc23)cc1
(3) Cc1ccc(S(=O)(=O)N/N=C2/CC(c3ccccc3)Oc3ccccc32)cc1 (centres undefined)
(4) COc1cc(NC(=O)c2cccnc2SC)cc(OC)c1
(5) COC(=O)c1ccc(NC(=O)CN2CCCC2)cc1
(6) O=C(Cc1coc2ccc3ccccc3c12)NC1CCCc2ccccc21 (centres undefined)
(7) CCOc1ccccc1OCC(=O)Nc1nnc(C)s1
(8) COc1cccc(/C(O)=C2\C(=O)C(=O)N(c3ccccn3)C2c2cccc(OC)c2OC)c1 (centres undefined)

screen / no.	1	2	3	4	5	6	7	8
Ba/F3 V617F tox	-4	0	0	3	1	1	1	1
PPC-1+TRAIL kill	-14	9	9	-25	10	0	-5	1
TRPML3 ag	-0.1	1.3	0.1	-0.3	-0.2	-0.5	0.8	0.2
CHOP inhibitor	-1	8	50	7	-17	30	1	7
Wee1 stabilizer	3	-4	-3	-2	0	1	0	2
zfTRPN1 agonist	0.4	0.2	-1.0	-0.3	1.2	-1.7	0.5	-0.9
TNF necrop inh	0.8	0.1	0.0	-0.9	-0.5	0.8	0.0	-2.2
RBBP9 inhibitor	-2	-16	-1	-6	-3	-5	-7	2
BaF3 tox	3	2	2	2	-2	5	4	8

(9) Cc1cccc(N2CCN(C(=O)c3cc4c(=O)[nH]c5ccccc5c4n3C)CC2)c1C
(10) COCCCn1c(Cc2csc(Nc3ccccc3)n2)nnc1SCC(N)=O
(11) COc1cc(OC)c(S(=O)(=O)Nc2ccccc2N2CCCCC2)cc1NC(C)=O
(12) O=C(NC(CSSCC(NC(=O)c1ccccc1)C(=O)O)C(=O)O)c1ccccc1 (centres undefined)

screen / no.	9	10	11	12
Ba/F3 V617F tox	0	2	-3	-6
PPC-1+TRAIL kill	/	7	12	-15
TRPML3 ag	-0.7	0.0	0.7	1.2
CHOP inhibitor	/	-10	6	24
Wee1 stabilizer	0	0	-1	4
zfTRPN1 agonist	-2.1	0.9	1.3	-0.9
TNF necrop inh	-6.4	-1.6	1.8	0.5
RBBP9 inhibitor	-9	5	-3	1
BaF3 tox	6	2	0	-5

# The listing, from the start:
(1) COc1cccc(CN2CCN(Cc3ccc(C)o3)CC2CCO)c1 (centres undefined)
(2) CC(=O)Nc1ccc(NC(=O)CCNS(=O)(=O)c2cccc3nsnc23)cc1
(3) Cc1ccc(S(=O)(=O)N/N=C2/CC(c3ccccc3)Oc3ccccc32)cc1 (centres undefined)
(4) COc1cc(NC(=O)c2cccnc2SC)cc(OC)c1
(5) COC(=O)c1ccc(NC(=O)CN2CCCC2)cc1
(6) O=C(Cc1coc2ccc3ccccc3c12)NC1CCCc2ccccc21 (centres undefined)

screen / no.	1	2	3	4	5	6
Ba/F3 V617F tox	-4	0	0	3	1	1
PPC-1+TRAIL kill	-14	9	9	-25	10	0
TRPML3 ag	-0.1	1.3	0.1	-0.3	-0.2	-0.5
CHOP inhibitor	-1	8	50	7	-17	30
Wee1 stabilizer	3	-4	-3	-2	0	1
zfTRPN1 agonist	0.4	0.2	-1.0	-0.3	1.2	-1.7
TNF necrop inh	0.8	0.1	0.0	-0.9	-0.5	0.8
RBBP9 inhibitor	-2	-16	-1	-6	-3	-5
BaF3 tox	3	2	2	2	-2	5

(7) CCOc1ccccc1OCC(=O)Nc1nnc(C)s1
(8) COc1cccc(/C(O)=C2\C(=O)C(=O)N(c3ccccn3)C2c2cccc(OC)c2OC)c1 (centres undefined)
(9) Cc1cccc(N2CCN(C(=O)c3cc4c(=O)[nH]c5ccccc5c4n3C)CC2)c1C
(10) COCCCn1c(Cc2csc(Nc3ccccc3)n2)nnc1SCC(N)=O
(11) COc1cc(OC)c(S(=O)(=O)Nc2ccccc2N2CCCCC2)cc1NC(C)=O
(12) O=C(NC(CSSCC(NC(=O)c1ccccc1)C(=O)O)C(=O)O)c1ccccc1 (centres undefined)

screen / no.	7	8	9	10	11	12
Ba/F3 V617F tox	1	1	0	2	-3	-6
PPC-1+TRAIL kill	-5	1	/	7	12	-15
TRPML3 ag	0.8	0.2	-0.7	0.0	0.7	1.2
CHOP inhibitor	1	7	/	-10	6	24
Wee1 stabilizer	0	2	0	0	-1	4
zfTRPN1 agonist	0.5	-0.9	-2.1	0.9	1.3	-0.9
TNF necrop inh	0.0	-2.2	-6.4	-1.6	1.8	0.5
RBBP9 inhibitor	-7	2	-9	5	-3	1
BaF3 tox	4	8	6	2	0	-5

(13) c1ccc(N2CCN(CCc3nnc4n3CCCCC4)CC2)cc1
(14) CN(C)CCNC(=O)COc1ccc(C23CC4CC(CC(C4)C2)C3)cc1
(15) COc1ccc(NC(=O)Cn2c(NCC(C)O)nc3ccccc32)cc1Cl (centres undefined)
(16) O=C(N/N=C/c1cccc([N+](=O)[O-])c1)c1ccc2c(c1)OCCO2
(17) CCOC(=O)c1sc(=S)n(-c2ccccc2Cl)c1SC
(18) O=C(O)Cc1cn(Cc2ccc(F)cc2)c2ccccc12

screen / no.	13	14	15	16	17	18
Ba/F3 V617F tox	-1	1	1	-4	1	0
PPC-1+TRAIL kill	-1	12	14	68*[5 µM]	34	0
TRPML3 ag	0.3	1.6	1.3	-0.6	0.3	0.1
CHOP inhibitor	0	41	-1	-23	46	-5
Wee1 stabilizer	-1	-1	-2	2	-2	3
zfTRPN1 agonist	3.4	0.9	-1.1	0.3	-0.3	-0.6
TNF necrop inh	0.1	-4.4	1.6	-4.6	-4.4	0.7
RBBP9 inhibitor	4	-3	-3	8	9	-3
BaF3 tox	4	0	4	-4	3	13

(19) Cc1c(CCO)c(=O)n(-c2ccccc2)n1S(=O)(=O)c1c(Cl)cc(Cl)cc1Cl
(20) C=CCn1c(Cc2nc3ccccc3[nH]2)n[nH]c1=S
(21) COC(=O)c1ccccc1NC(=O)CSc1nc(C)cc(C)n1
(22) CCN(CC)CCNc1c2c(c(C#N)c3nc4ccccc4n13)CCCC2
(23) O=[N+]([O-])c1cccc(/C=N/n2c(C3CCCCC3)n[nH]c2=S)c1
(24) N/C(Cc1ccccc1)=N\OC(=O)c1cccc2ccccc12

screen / no.	19	20	21	22	23	24
Ba/F3 V617F tox	3	4	0	-4	0	4
PPC-1+TRAIL kill	-9	0	11	-7	11	6
TRPML3 ag	-0.4	0.5	0.6	0.8	1.1	2.8
CHOP inhibitor	22	7	-2	-18	82*	63
Wee1 stabilizer	2	-4	-2	-3	-3	-4
zfTRPN1 agonist	0.4	0.1	0.0	-1.7	-0.2	0.2
TNF necrop inh	1.1	-1.3	0.0	-2.4	0.0	-0.8
RBBP9 inhibitor	-3	1	-2	8	-10	-5
BaF3 tox	8	7	8	4	1	4

(25) CC(C)(C)c1ccc(C(=O)O)c(C(=O)c2ccc(C(=O)O)cc2)c1
(26) COC(=O)c1cccc(NC(=O)CSc2nnc(COc3cccc(C)c3)n2C)c1
(27) O=C(Cc1ncc(C(F)(F)F)cc1Cl)Nc1cccc(Br)c1
(28) O=C(c1ccc(F)cc1)N1CCCCC(S(=O)(=O)c2ccccc2)C1=O (centres undefined)
(29) COc1ccc(-c2csc(NC(=O)CCn3cnc4ccccc4c3=O)n2)cc1OC
(30) O=[N+]([O-])c1ccc(N2CCN(c3ccc(Cl)nn3)CC2)c(Cl)c1

screen / no.	25	26	27	28	29	30
Ba/F3 V617F tox	-5	2	5	-3	1	0
PPC-1+TRAIL kill	6	-20	32	19	27	20
TRPML3 ag	0.0	-0.5	-0.1	-0.5	0.3	1.2
CHOP inhibitor	5	-10	37	6	52	23
Wee1 stabilizer	0	4	-1	1	2	-3
zfTRPN1 agonist	0.7	1.7	0.3	-1.1	0.5	2.9
TNF necrop inh	0.6	-0.2	-0.7	1.7	-13	-0.4
RBBP9 inhibitor	-7	-6	-6	0	-7	1
BaF3 tox	0	2	3	-1	2	5

(31) CCOC(=O)C1=C(C)NC2=C(C(=O)CC(C)(C)C2)C1c1ccc(N(C)C)cc1 (centres undefined)
(32) CN1CCN(C(=S)c2ccc(-c3cccc(Cl)c3Cl)o2)CC1
(33) CC(=O)Nc1ccc(/C=N/Nc2nc3ccccc3[nH]2)cc1
(34) Cc1ccc(NC(=O)CC(=O)c2ccc([N+](=O)[O-])cc2)cc1S(=O)(=O)Nc1cccc(Cl)c1
(35) Cc1ccc(S(=O)(=O)N2CCN(C(=O)CN3CCc4ccccc4C3)CC2)cc1
(36) CCOC(=O)C1=C(CS(=O)(=O)c2ccc(C)cc2)NC(=O)NC1c1ccc(O)c(OC)c1 (centres undefined)

screen / no.	31	32	33	34	35	36
Ba/F3 V617F tox	-1	0	6	-2	0	1
PPC-1+TRAIL kill	10	21	12	21	36	14
TRPML3 ag	0.6	0.2	0.7	0.8	0.4	0.3
CHOP inhibitor	35	34	-18	47	2	14
Wee1 stabilizer	2	3	-1	-1	-3	5
zfTRPN1 agonist	1.8	-1.3	1.0	0.2	-0.6	0.4
TNF necrop inh	0.2	0.8	-3.1	3.5	1.1	0.5
RBBP9 inhibitor	1	-5	-6	13	-1	-4
BaF3 tox	3	5	-1	5	2	4

(37) O=C(c1ccc2c(c1)N(Cc1ccccc1)C(=O)CS2)N1CCOCC1
(38) CC(C)(C)CC(=O)Nc1cc(S(=O)(=O)N2CCCCCC2)ccc1Cl
(39) Cc1cc(C)c(S(=O)(=O)N2CCCOC2CNC(=O)C(=O)NCc2cccs2)c(C)c1 (centres undefined)
(40) O=[N+]([O-])c1ccccc1/C=N\N1CCN(c2ccccc2)CC1
(41) CCCCOc1ccc(C(=O)Nc2cc(C)c(OCC(=O)N3CCOCC3)c(C)c2)cc1
(42) CC(C)C[C@H](NC(=O)NCCC1=CCCCC1)C(=O)O
(43) CCN(CC)CCCN1C(=O)C(=O)/C(=C(/O)c2ccc3c(c2)OCCO3)C1c1ccco1 (centres undefined)
(44) CN(C)S(=O)(=O)N(CC(=O)Nc1ccc2ccccc2c1)c1ccccc1

screen / no.	37	38	39	40	41	42	43	44
Ba/F3 V617F tox	-4	-2	-1	0	-4	2	-4	-1
PPC-1+TRAIL kill	6	24	9	-8	19	-6	24	-14
TRPML3 ag	0.1	0.7	0.8	0.6	1.8	0.1	-0.6	-0.4
CHOP inhibitor	-7	-5	14	18	27	1	14	24
Wee1 stabilizer	-1	0	1	-2	-2	3	3	5
zfTRPN1 agonist	0.2	-0.7	1.4	0.0	3.2	-0.9	0.1	0.0
TNF necrop inh	0.1	1.5	0.1	2.1	-2.0	0.8	0.2	1.9
RBBP9 inhibitor	-3	-3	4	0	-9	-2	-8	-3
BaF3 tox	-1	5	5	5	0	0	-1	1
